Screening results (PubChem BioAssay)
mIAP act: mouse IAP activation; muIAP, CDP-Star luminescence, 30 min; stronger effect = higher value; 1 = vehicle-only enzyme signal, 0 = enzyme-free wells; activation factor at 10 µM; 330,000 tested, 0.24% active;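 active = activation factor of at least 2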; also: the source names both 10 and 20 µM as test concentration; values of inactives mirror those of a sister screen read the other way
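Assay system: mouse IAP enzyme / Compound: DMSO-dissolved test compounds / Timing: 30 min, room temperature / Measured by: luminescence from enzymatic CDP-Star hydrolysis / Control set: DMSO-only wells, enzyme-free buffer wells as negative control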
ATG4B inh: blocks human ATG4B protease cleavage of LC3 substrate. 340,000 tested, 0.51% active. ATG4B cleavage of LC3-PLA2, NBD-HPC fluorescence, 1 h. Q9Y4P1. inhibition, % at 8.33 µM; in the data active = inhibition above about 40%
Target sequence (Q9Y4P1 whole entry, looked up): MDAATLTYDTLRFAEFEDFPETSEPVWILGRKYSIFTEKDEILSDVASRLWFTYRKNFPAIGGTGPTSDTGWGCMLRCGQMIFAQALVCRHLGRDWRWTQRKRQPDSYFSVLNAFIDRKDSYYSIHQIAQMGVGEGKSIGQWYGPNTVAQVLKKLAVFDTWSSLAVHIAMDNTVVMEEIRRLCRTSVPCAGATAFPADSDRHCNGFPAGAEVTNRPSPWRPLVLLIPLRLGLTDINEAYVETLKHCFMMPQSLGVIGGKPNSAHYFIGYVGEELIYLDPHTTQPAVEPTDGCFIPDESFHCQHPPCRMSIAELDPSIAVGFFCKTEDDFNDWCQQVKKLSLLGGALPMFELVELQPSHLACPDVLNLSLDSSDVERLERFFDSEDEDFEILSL
hIAP act: increases human intestinal alkaline phosphatase activity | purified human IAP, CDP-Star luminescence, 30 min; stronger effect = higher value; 1 = vehicle-only enzyme, 0 = enzyme-free background | activation factor at 10 µM | 330,000 tested, 0.16% active;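 active = activation factor of the enzyme at least 2-fold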; also: the source names both 10 and 20 µM as test concentration; values of inactives mirror those of a sister screen read the other way
mIAP inh: mouse IAP inhibition. purified mouse IAP, CDP-Star luminescence, 30 min. inhibition, % at 10 µM. 330,000 tested, 0.2% active;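 active = inhibition of at least 40% at 10 µM in the primary screen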;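 also: plate controls were DMSO with enzyme for no effect and no enzyme wells for full effect; values of inactives mirror those of a sister screen read the other way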
hIAP inh: blocks human intestinal alkaline phosphatase; P09923; purified IAP, CDP-Star luminescence, 30 min; inhibition, % at 10 µM; 330,000 tested, 0.12% active; AID 2544;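 active = inhibition reaching a set limit with compound at 10 µM in the primary screen, cut at about 35% in these data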;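 also: plate controls were DMSO wells with enzyme for no effect and no-enzyme buffer wells for full effect; values of inactives mirror those of a sister screen read the other way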
APOBEC3A inh: blocks human APOBEC3A ssDNA deamination. P31941. recombinant A3A, FAM/TAMRA ssDNA deamination fluorescence. inhibition, % at 20 µM. 330,000 tested, 0.41% active. AID 493011;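 active = at least 40% inhibition at 20 µM here, with at most 30% in a related deaminase screen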;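 also: plate controls were A3A with DMSO for no effect and wells lacking A3A enzyme for full effect; some results filed as inactive read as strong as hits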
Target sequence (P31941 whole entry, looked up): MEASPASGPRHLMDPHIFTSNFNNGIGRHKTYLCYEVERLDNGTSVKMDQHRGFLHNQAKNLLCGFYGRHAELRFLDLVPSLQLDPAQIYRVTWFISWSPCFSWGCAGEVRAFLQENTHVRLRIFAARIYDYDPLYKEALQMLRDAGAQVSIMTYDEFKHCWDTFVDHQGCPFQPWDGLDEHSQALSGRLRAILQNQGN
MIN6 prolif: induces beta-cell replication in MIN6 cells; MIN6 cells proliferation, ATPlite luminescence, 48 h; cells starved in 0.2% serum; 100% = growth in 10% serum; proliferation, % at 10 µM; 330,000 tested, 0.29% active; AID 2380;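 active = compounds whose signal lies at least 3.5 SD above the mean of all wells on their plate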;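 also: 0% = DMSO-treated cells in low-serum medium and 100% = 10% serum control; some compounds called inactive have numbers as strong as hits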
A3G deaminase: inhibitors of human APOBEC3G DNA deaminase | recombinant A3G, ssDNA deamination FAM/TAMRA fluorescence | Q9HC16 | AID 493012 | 330,000 tested, 0.28% active | inhibition, % at 20 µM;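 active = inhibition of at least 40% at 20 µM, with no more than 30% in the related APOBEC3A deaminase screen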;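 also: plate controls were DMSO wells with A3G for no effect and wells lacking A3G enzyme for full effect; some compounds called inactive have numbers as strong as hits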
Target sequence (Q9HC16 whole entry, looked up): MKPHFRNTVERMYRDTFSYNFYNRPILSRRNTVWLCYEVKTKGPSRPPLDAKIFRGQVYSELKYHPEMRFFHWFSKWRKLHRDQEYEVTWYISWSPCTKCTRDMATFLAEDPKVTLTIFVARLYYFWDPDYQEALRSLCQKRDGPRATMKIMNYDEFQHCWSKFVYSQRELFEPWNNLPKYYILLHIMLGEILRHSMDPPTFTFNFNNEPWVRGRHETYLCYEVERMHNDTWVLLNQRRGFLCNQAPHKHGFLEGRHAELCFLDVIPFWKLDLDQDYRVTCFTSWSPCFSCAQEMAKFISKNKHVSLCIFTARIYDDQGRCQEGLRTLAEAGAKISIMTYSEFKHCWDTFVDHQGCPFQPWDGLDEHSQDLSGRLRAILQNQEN
MPTP inh: permeability transition pore inhibition | isolated mouse mitochondria, Ca2+ swelling absorbance, 30 min | inhibition, % at 10 µM | 360,000 tested, 1.4% active;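 active = inhibition of 50% or more, scaled per plate between neutral and stimulator controls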;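 also: 0% = DMSO wells given calcium and 100% = 1 mM EGTA wells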
Active calls of the source: *; nt = not tested or not shown.

SMILES	mIAP act	ATG4B inh	hIAP act	mIAP inh	hIAP inh	APOBEC3A inh	MIN6 prolif	A3G deaminase	MPTP inh
CCn1c(=O)cc(C(=O)OC)sc1=Nc1ccc(F)c(F)c1	0.92	1	1.2	8	-16	3	-5	38	2.2
CCC1=C(c2ccc(C)cc2)S(=O)(=O)N=C1N1CCC(C(=O)NCCCN2CCCCC2)CC1	0.95	-5	1	5	0	0	0	7	-0.7
CCN(CC)CCNC(=O)Cn1c(=O)c2cccn2c2ccc(F)cc21	0.92	1	0.99	8	1	-2	3	-7	-0.5
COc1ccccc1Nc1nc(N)nc(CSC(=S)N2CCCCC2C)n1 (configuration not stated)	0.92	-5	1	8	-4	1	0	0	0.6
Cc1c(C(=O)Nc2ccccn2)oc2c(Cl)cccc12	0.9	10	0.89	10	12	-2	2	-2	-0.2
O=C(NC(NCCCN1CCOCC1)(C(F)(F)F)C(F)(F)F)C1CCCCC1	1	-10	0.97	-4	3	-3	4	-2	0.3
Nc1ccc(-c2nc3ccc(N)cc3o2)cc1	1.1	-3	0.99	-9	1	-2	-7	-7	-1.0
CCCCCCn1cnc2c(oc3nc4c(cc32)CCCC4)c1=O	0.86	-2	1	14	0	-4	-3	-3	46
CCCCOC(=O)C1[C@H]2C(=O)N(c3ccccc3CC)C[C@]23C=C[C@H]1O3 (some centres not stated)	0.9	-2	1	10	-2	-7	-2	-8	5.4
CCC(C)(C)NC(=O)C(C(C)C)N(CC1CCCO1)C(=O)CNS(=O)(=O)c1ccccc1 (configuration not stated)	1	-2	1	0	-5	2	-4	-10	0.7

Arranged by value in APOBEC3A inh (falling): three from the list above.
smiles | APOBEC3A inh
CCn1c(=O)cc(C(=O)OC)sc1=Nc1ccc(F)c(F)c1 | 3
Nc1ccc(-c2nc3ccc(N)cc3o2)cc1 | -2
CCCCOC(=O)C1[C@H]2C(=O)N(c3ccccc3CC)C[C@]23C=C[C@H]1O3 (some centres not stated) | -7

Later entries:
SMILES	mIAP act	ATG4B inh	hIAP act	mIAP inh	hIAP inh	APOBEC3A inh	MIN6 prolif	A3G deaminase	MPTP inh
COc1ccc(COc2ccccc2C(=O)Nc2ccccn2)cc1[N+](=O)[O-]	0.93	3	0.97	7	3	0	-1	-3	0.6
C[C@@H]1C(=O)O[C@H](C)[C@H]1C[C@@H](O)[C@](C)(O)C1CC[C@@]2(O)C3=CC(=O)[C@@H]4C[C@@H](O)[C@@H](O)C[C@]4(C)C3CC[C@]12C (some centres not stated)	1.1	-8	0.93	-11	7	-2	0	-9	0.4
Cc1ccc(-c2cc(C(=O)N3CC4(C)CC3CC(C)(C)C4)no2)cc1 (configuration not stated)	1.1	7	1.3	-6	-26	-2	-6	-2	-0.4
O=C(O)CN1C(=O)/C(=C\c2ccccc2OCc2ccc(F)cc2)SC1=S	0.88	16	0.87	12	13	1	1	3	3.5
COc1ccccc1NC(=S)NNC(=O)c1ccccc1	0.84	-3	1.6	16	-59	-1	-3	-2	-0.9
COc1cc(C(=O)NCCN2CCCC2)cc(OC)c1OC	0.88	-5	1.3	12	-27	-3	0	-4	-0.5
CC1(CC(=O)N/N=C/c2cc3c(cc2Br)OCO3)OCCO1	0.98	-8	0.91	2	9	-2	-1	-5	-1.2
CC(C)CCNC(=O)CCCCn1c(=O)[nH]c2ccsc2c1=O	1	-3	0.93	0	7	-1	0	-7	-0.1
O=C1CC(Sc2ncccn2)C(=O)N1c1ccccc1 (configuration not stated)	1	-8	0.78	-2	22	-4	-1	-6	4.3
Cc1ccc(NC(=O)CSCC(=O)Nc2cccc(S(=O)(=O)N3CCCCCC3)c2)cc1	1.2	-19	0.94	-20	6	0	-4	-8	-0.1
Cc1ccc(C(CNS(=O)(=O)c2ccc(F)cc2C)N2CCN(C)CC2)cc1 (configuration not stated)	1.1	-1	1.1	-5	-5	-1	-3	-8	6.5
COc1cccc(C(=O)C2CCCN(C(=O)CCC3=NNC(=O)CC3)C2)c1 (configuration not stated)	1.1	17	1.2	-8	-15	-3	-1	-8	0.2
COC(=O)C1=C(N)Oc2c(oc(CO)cc2=O)C1c1c(F)cccc1Cl (configuration not stated)	1	6	0.98	0	2	0	0	-1	-1.1
CN(Cc1ccccc1)C(=O)COc1cc(=O)n(C)c2ccccc12	1.1	-3	0.83	-5	17	0	0	0	-0.9
C/C(=N/NC(=O)CNC(=O)Cc1ccccc1)c1ccc(Cl)cc1	0.96	-12	1	4	-1	-4	-2	-4	1.8
O=C(CN(Cc1ccccc1)S(=O)(=O)c1ccc(F)cc1)NCCC1=CCCCC1	1	-2	0.68	-1	32	1	-5	3	13
Cc1ccc(S(=O)(=O)N2CCC(C(=O)N/N=C/c3cccnc3)CC2)cc1	1	4	1	-3	-3	-2	-3	-2	0.6
COCCCN1C(=O)c2ccc(C(=O)N3CCN(c4ccc(OC)cc4)CC3)cc2C1=O	1	-7	1.1	0	-12	-2	-5	-5	-1.7
COc1cccc(-n2c(=O)c3c(C)c(C(=O)N(C)C)sc3n(CC(=O)NCC3CCCO3)c2=O)c1 (configuration not stated)	1.1	-4	1.2	-10	-16	11	3	-8	0.3
O=C(N/N=C/c1ccc(F)cc1)c1cc(-c2ccc3c(c2)OCO3)n[nH]1	0.82	-14	1.1	18	-12	-1	-2	-7	3.2

Arranged by SMILES length (ascending): some entries from above.
SMILES	mIAP act	ATG4B inh	hIAP act	mIAP inh	hIAP inh	APOBEC3A inh	MIN6 prolif	A3G deaminase	MPTP inh
COc1ccccc1NC(=S)NNC(=O)c1ccccc1	0.84	-3	1.6	16	-59	-1	-3	-2	-0.9
O=C1CC(Sc2ncccn2)C(=O)N1c1ccccc1 (configuration not stated)	1	-8	0.78	-2	22	-4	-1	-6	4.3
COc1cc(C(=O)NCCN2CCCC2)cc(OC)c1OC	0.88	-5	1.3	12	-27	-3	0	-4	-0.5
CC1(CC(=O)N/N=C/c2cc3c(cc2Br)OCO3)OCCO1	0.98	-8	0.91	2	9	-2	-1	-5	-1.2
CN(Cc1ccccc1)C(=O)COc1cc(=O)n(C)c2ccccc12	1.1	-3	0.83	-5	17	0	0	0	-0.9
C/C(=N/NC(=O)CNC(=O)Cc1ccccc1)c1ccc(Cl)cc1	0.96	-12	1	4	-1	-4	-2	-4	1.8
COC(=O)C1=C(N)Oc2c(oc(CO)cc2=O)C1c1c(F)cccc1Cl (configuration not stated)	1	6	0.98	0	2	0	0	-1	-1.1
O=C(O)CN1C(=O)/C(=C\c2ccccc2OCc2ccc(F)cc2)SC1=S	0.88	16	0.87	12	13	1	1	3	3.5
Cc1ccc(C(CNS(=O)(=O)c2ccc(F)cc2C)N2CCN(C)CC2)cc1 (configuration not stated)	1.1	-1	1.1	-5	-5	-1	-3	-8	6.5
Cc1ccc(S(=O)(=O)N2CCC(C(=O)N/N=C/c3cccnc3)CC2)cc1	1	4	1	-3	-3	-2	-3	-2	0.6
O=C(CN(Cc1ccccc1)S(=O)(=O)c1ccc(F)cc1)NCCC1=CCCCC1	1	-2	0.68	-1	32	1	-5	3	13
COCCCN1C(=O)c2ccc(C(=O)N3CCN(c4ccc(OC)cc4)CC3)cc2C1=O	1	-7	1.1	0	-12	-2	-5	-5	-1.7
Cc1ccc(NC(=O)CSCC(=O)Nc2cccc(S(=O)(=O)N3CCCCCC3)c2)cc1	1.2	-19	0.94	-20	6	0	-4	-8	-0.1
COc1cccc(-n2c(=O)c3c(C)c(C(=O)N(C)C)sc3n(CC(=O)NCC3CCCO3)c2=O)c1 (configuration not stated)	1.1	-4	1.2	-10	-16	11	3	-8	0.3

Remaining list, next part.
SMILES	mIAP act	ATG4B inh	hIAP act	mIAP inh	hIAP inh	APOBEC3A inh	MIN6 prolif	A3G deaminase	MPTP inh
O=C(Nc1ccccc1O)c1ccc2c(c1)C(=O)N(Cc1ccco1)C2=O	1	5	1	-3	-2	2	-3	1	-1.0
C1CCN=C(NC23CC4CC(CC(C4)C2)C3)CC1	0.94	nt	0.88	6	12	-2	-2	-2	nt
O=C(N/N=C\c1c(F)c(F)c(F)c(F)c1F)c1ccc(-c2ccccc2)cc1	0.99	3	0.86	0	14	1	-6	-8	-0.5
Cc1ccccc1NC(=O)Cn1cccc1	1.1	7	0.81	-9	19	4	0	1	-0.7
Cc1ccnc(NC(=O)c2ccc(Cl)cc2Cl)n1	0.97	nt	1	3	-3	-2	-4	2	nt
CC(=O)c1ccc(NC(=S)N(C)C2CCN(C)CC2)cc1	1	-8	0.91	0	9	-2	-2	-6	-13
COC(=O)c1ccc(N2C(=O)CC(N3CCOCC3)C2=O)cc1 (configuration not stated)	0.94	0	1.1	6	-8	-3	1	-5	-0.3
Cc1ccc(/C=N/NC(=O)c2c[nH]c3ccccc23)s1	1	10	1.1	-3	-13	-10	-4	-5	0.6
Cc1ccc(CNCC(=O)Nc2ccc(C)cc2Br)cc1	1	-11	1	-2	0	40	-2	5	-2.0
O=C(O)c1cc(NCc2ccccc2)ccc1N1CCOCC1	0.91	1	1	9	0	-3	-1	-7	1.5
Cc1nn(C)cc1/C=N/NC(=O)c1ccco1	0.99	1	0.99	1	0	-3	0	-10	0.9
CN(C1CCS(=O)(=O)C1)S(=O)(=O)c1ccccc1 (configuration not stated)	0.98	-12	1	2	-1	-2	2	-4	0.0
COc1c(C)cc(S(=O)(=O)NCCN2CCOCC2)c(C)c1C	1	-3	1	-4	0	-4	-3	-5	-0.8
O=C(O)CC(CC(=O)O)c1ccsc1	1.1	2	1	-6	-2	0	3	-8	-0.9
COc1cc(C(=O)Nc2ccc3c(c2)C(=O)N(CCC(=O)O)C3=O)cc(OC)c1OC	1	5	1	0	-1	1	-1	-8	-1.4
Cc1ccccc1C(=O)c1c[nH]c(C(=O)NCCc2ccccn2)c1	0.85	-10	1	14	0	0	-1	-3	0.1
O=C1OC(CN2CCOCC2)CN1N=Cc1ccc([N+](=O)[O-])o1 (configuration not stated)	1.1	4	1	-5	0	2	-5	-1	-2.2
CCOC(=O)C1(Cc2ccccc2)CCN(Cc2cnn(C(C)C)c2)CC1	1	4	1	-1	0	0	1	-4	-0.1
Cc1ccc(NC(=O)CSc2nnnn2-c2cccnc2)c(C)c1	0.97	-11	0.96	3	4	1	1	-6	1.0
COc1ccc(C(=O)C2CCCN(C(=O)C3=CCCC3)C2)c(C)c1 (configuration not stated)	1.1	-9	1.1	-10	-7	0	2	-2	2.5
Nc1ccccc1S(=O)(=O)C(F)F	0.87	7	1	13	-1	-4	0	-8	1.6
O=C(NC1CCCCC1)c1ccc(CS(=O)Cc2ccccc2Cl)o1 (configuration not stated)	0.99	-2	0.92	1	8	-1	-2	-3	-0.7
Cc1cc(C)n2ncc(C(=O)NCc3cccnc3)c2n1	1	-6	1	-3	-3	-1	-1	7	0.2
CCOC(=O)C1(Cc2cccc(OC)c2)CCN(Cc2cnc(C)s2)CC1	0.96	2	0.86	4	14	-3	-3	-4	30
O=C1C2C3C=CC(C3=C(c3ccccc3)c3ccccc3)C2C(=O)N1Cc1ccccc1 (configuration not stated)	1	-15	1.2	-4	-15	-1	-7	-3	-3.2
CN(C)C(=O)Oc1ccc[n+](C)c1	0.98	-5	0.98	2	2	-5	3	-5	0.8
Cc1cc(C)n(C2CC(=O)N(c3cc(Cl)cc(Cl)c3)C2=O)n1 (configuration not stated)	1	-7	0.9	-3	10	0	-2	-2	1.4
COc1ccc(Cl)cc1N(CC(=O)NCCSc1ccccn1)S(=O)(=O)c1ccccc1	1	-7	0.8	-1	20	-2	3	-8	0.3
COC(=O)C1=C(C)NC(=S)NC1c1ccco1 (configuration not stated)	1	4	1.1	-3	-8	-1	0	-7	0.7
COc1c(C)cc(S(=O)(=O)NC2CC(C)(C)NC(C)(C)C2)c(C)c1C	0.94	-7	0.93	6	8	1	-1	-1	-0.9
CCn1c(=O)n(CC(=O)N(C)Cc2ccccc2)c(=O)c2ccccc21	1.1	0	1.1	-11	-9	-3	-1	-8	0.7
